OXTR potentiator = human OXTR potentiation. CHO-OTR cells, Fluo-8 calcium fluorescence, potentiator mode; 0% = oxytocin EC15, 100% = EC100. AID 2445. hit rate 0.061% among 320,000. P30559. activation, % at 3 µM;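 active = activation above that plate's cutoff, the mean activation of tested compounds plus 3 SD, cut at about 6.6% in these data, passing the limit was not always enough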;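 also: 100% uses oxytocin at 75 nM as the full agonist control; some results filed as inactive read as strong as hits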
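Assay system: CHO cell line stably expressing human OTR | Also added: Oxytocin at about EC15, sub-maximal agonist stimulus | Times: Compound 6 min at room temperature before oxytocin, 100 s read | Measured by: Fluo-8 intracellular calcium fluorescence, ex 470-495, em 515-575 nm | Controls: EC15 oxytocin alone as 0%, 75 nM oxytocin as 100%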
CHO-K1 Ca ag = counter-screen for M1 agonists: effect in parental CHO-K1 cells. Fluo-8 calcium fluorescence; scaled to maximal ATP response, vehicle zero. activation, % at 3 µM. hit rate 0.48% among 360,000; in the data active = activation above about 15%;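 also: untransfected CHO-K1 host cells lacking M1 receptor as counterscreen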
CHRM4 agonist = agonists of human muscarinic M4 receptor (CHRM4). P08173. CHO-K1 hM4/Gqi5, Fluo-8 calcium fluorescence; vehicle 0%, full acetylcholine response 100%. activation, % at 3 µM. hit rate 0.14% among 360,000;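 active = activation above the run mean over all test wells plus 3 SD, cut at about 32% in these data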;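 also: peak over basal fluorescence ratio per well then scaled between controls; 0% = DMSO wells and 100% = acetylcholine at EC100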
Target sequence (P08173 whole entry, looked up): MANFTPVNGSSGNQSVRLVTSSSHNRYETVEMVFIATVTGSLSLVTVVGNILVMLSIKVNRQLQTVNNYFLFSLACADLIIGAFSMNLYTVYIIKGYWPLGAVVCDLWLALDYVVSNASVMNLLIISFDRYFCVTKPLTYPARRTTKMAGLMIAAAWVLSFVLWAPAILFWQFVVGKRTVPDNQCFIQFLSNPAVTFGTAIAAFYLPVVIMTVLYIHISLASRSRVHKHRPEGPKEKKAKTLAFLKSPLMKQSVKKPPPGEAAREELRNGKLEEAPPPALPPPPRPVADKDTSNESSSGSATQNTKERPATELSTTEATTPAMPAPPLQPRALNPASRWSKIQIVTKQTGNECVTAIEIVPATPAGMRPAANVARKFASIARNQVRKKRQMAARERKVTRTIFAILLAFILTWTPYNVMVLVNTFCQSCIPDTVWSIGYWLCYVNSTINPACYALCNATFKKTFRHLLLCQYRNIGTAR
M1 PAM = human CHRM1 positive allosteric modulation; P11229; CHO-K1 hM1, Fluo-8 calcium fluorescence, ACh EC20; 0% = ACh EC20, 100% = maximal ACh; activation, % at 3 µM; hit rate 0.088% among 360,000; in the data active = activation above about 19%, passing the limit was not always enough
Target sequence (P11229 whole entry, looked up): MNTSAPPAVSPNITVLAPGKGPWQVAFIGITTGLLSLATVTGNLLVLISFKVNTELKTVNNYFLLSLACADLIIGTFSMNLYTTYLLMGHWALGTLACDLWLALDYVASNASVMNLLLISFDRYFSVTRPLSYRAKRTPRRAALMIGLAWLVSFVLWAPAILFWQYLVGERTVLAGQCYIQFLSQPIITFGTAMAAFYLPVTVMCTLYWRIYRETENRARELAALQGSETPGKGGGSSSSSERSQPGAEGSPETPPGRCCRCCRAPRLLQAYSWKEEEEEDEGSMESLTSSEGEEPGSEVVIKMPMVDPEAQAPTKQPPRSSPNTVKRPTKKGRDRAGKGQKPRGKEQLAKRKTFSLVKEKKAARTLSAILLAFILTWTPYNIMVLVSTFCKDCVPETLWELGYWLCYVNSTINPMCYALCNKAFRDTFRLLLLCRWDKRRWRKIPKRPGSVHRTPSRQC
CHRM1 antagonist = blocks human M1 muscarinic receptor | P11229 | CHO-K1 hM1, Fluo-8 calcium fluorescence, ACh EC80 antagonist | inhibition, % at 3 µM | hit rate 1.3% among 360,000;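 active = percent inhibition above its own plate's cutoff, namely the mean of that plate's compound wells plus 3 SD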;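 also: peak over basal fluorescence ratio during 140 s after agonist addition; 0% = ACh EC80 plus DMSO and 100% = DMSO alone without agonist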
CHO parental Ca = signal in parental CHO cells, OX1R antagonist counter-screen | hit rate 0.63% among 330,000 | inhibition, % at 5.6 µM | parental CHO-K1, ATP-induced calcium, Fluo-8 fluorescence;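 active = inhibition above that plate's mean sample inhibition plus 3 SD, cut at about 26% in these data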;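 also: 0% = ATP-challenged DMSO wells and 100% = DMSO wells without ATP; some compounds past the cut are filed as inactive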
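Material – parental CHO cells · Reagent – ATP stimulus · Compound – single nominal dose of 5.6 µM per compound · Detection – Fluo-8 fluorescence · Read-out basis – percent inhibition of calcium signal · Controls – ATP-challenged DMSO wells low, unchallenged DMSO wells high · Repeats – no replicates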
CHO-K1 Ca antag = nonselective inhibitor or artifact in parental CHO-K1 cells; ATP-induced calcium, Fluo-8 fluorescence; inhibition, % at 3 µM; hit rate 0.6% among 360,000;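 active = inhibition above a per-plate cutoff, the plate's mean sample inhibition plus 3 SD, cut at about 24% in these data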;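 also: 0% = DMSO plus EC80 ATP and 100% = DMSO alone without ATP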
M4 antag = CHRM4 antagonism in calcium assay; P08173; CHO-hM4 cells, ACh EC80, Fluo-8 calcium fluorescence; inhibition, % at 3 µM; hit rate 0.73% among 360,000;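 active = inhibition above its plate's cutoff, the mean inhibition of sample wells plus 3 SD, cut at about 27% in these data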;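 also: 0% = acetylcholine EC80 with DMSO and 100% = DMSO without agonist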
M1 ag = human M1 muscarinic receptor agonism; activation, % at 3 µM; P11229; hit rate 0.33% among 360,000; CHO-K1 hM1, Fluo-8 calcium fluorescence, agonist mode; 0% DMSO, 100% acetylcholine EC100;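 active = activation above the run's mean compound activation plus 3 SD, cut at about 16% in these data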;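 also: peak over basal fluorescence ratio within a 140 s kinetic read after compound addition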
Active calls of the source: *; · = not tested or not shown. This is a random part of the collection (roughly 2.9% active in at least one column).

SMILES	OXTR potentiator	CHO-K1 Ca ag	CHRM4 agonist	M1 PAM	CHRM1 antagonist	CHO parental Ca	CHO-K1 Ca antag	M4 antag	M1 ag
Oc1ccc2ccccc2c1C=Nc1ccccc1-c1nc2ccccc2[nH]1	-7	1.5	6	-1	2	-15	4	5	-3
N/C(Cc1cccc2ccccc12)=N\OC(=O)Cc1cccs1	-1	-0.3	-1	-2	3	-7	1	4	-10
COc1ccc(CNC(=O)c2cc3c(=O)n4ccccc4nc3n(Cc3cccnc3)c2=N)cc1	-4	-0.2	0	14	-22	-8	-15	4	-7
CCn1nc(C(=O)OCC(=O)NCCN2C(=O)CSC2=O)c2ccccc2c1=O	-14	0.1	2	9	-3	-6	-11	-11	1
CN(C)CCNS(=O)(=O)c1ccc(Cl)cc1	-14	0.3	1	6	-22	-4	-12	2	-5
COc1ccc([C@H]2CC(=O)C=C(c3ccc(O)cc3)C2)cc1OC	-8	4.1	11	-17	29	-15	3	7	1
COC(=O)c1ccc(C2C(C(=O)OCC(C)C)=C(C)N=C3SCCC(=O)N32)cc1 (stereo not given)	-3	0.8	0	1	-8	-9	-2	-8	0
CCn1c(NCCO)nc2c(c1=O)C(C)(CC)Cc1ccccc1-2 (stereo not given)	-5	4.1	5	0	0	-14	-14	-4	-2
O=C(CCl)N1N=C(c2cccs2)CC1c1ccco1 (stereo not given)	-1	0.2	-1	2	13	-1	-16	0	-3
O=C(COc1ccccc1)NCC(=O)Nc1ccc(S(=O)(=O)NCc2ccco2)cc1	-5	-0.1	2	-2	-12	-8	3	6	-2
O=C(Nc1ccc2[nH]c(=O)[nH]c2c1)c1cc(F)c(F)cc1Cl	8	0.9	1	12	-15	4	-19	-6	-3
O=C(CCSCCc1ccccn1)Nc1ccc(Cc2ccncc2)cc1	-2	4.3	5	4	-4	-7	-8	1	-11
O=C(COc1ccc(F)cc1)c1c(O)cc(O)cc1O	-2	0.7	2	5	-1	-5	-1	11	0
COc1ccc(N2CCN(S(=O)(=O)c3cccc(C(F)(F)F)c3)CC2)cc1	-1	0.5	-1	-1	10	-10	-4	-1	-7
Cc1cc(C(=O)Cn2cnc3ccc(Cl)cc3c2=O)c(C)n1C1CC1	·	-0.1	1	27	-22	·	-2	-1	6
CC(NC(=O)c1ccccc1Br)c1nnc(SCC(=O)NC2CCCCC2)n1C (stereo not given)	4	0.5	1	3	0	-5	1	-5	-3
Cc1ccc(NCc2ccccc2O)cc1	-3	-0.1	2	-6	12	-3	12	17	-5
COc1ccc2oc(C(=O)OCC(=O)NC3(C#N)CCCC3)c(C)c2c1	-9	1.0	4	-6	18	2	16	0	-1
COc1ccc(NC(=O)NCCCCc2ccccc2)c(OC)c1	-6	0.9	1	17	-15	-17	-12	2	-1
Cc1c(NS(=O)(=O)c2cccc([N+](=O)[O-])c2)c(=O)n(-c2ccccc2)n1C	-2	-0.5	0	9	-6	2	-12	5	-4
COc1ccc(C(=O)NNC(=O)c2ccncc2)cc1	2	0.0	-1	2	6	3	20	-5	-2
COc1ccc(C2=NN(C(=O)CSc3nnc(C)c(=O)n3N)C(c3ccco3)C2)cc1 (stereo not given)	-3	-0.2	1	5	-10	-3	-18	0	-7
Cc1cc(C)c(C)c(S(=O)(=O)N2CCN(C(=O)CCc3nc4ccccc4c(=O)[nH]3)CC2)c1C	-9	6.7	1	-1	8	-16	2	-3	-5
COc1ccc(C(=O)NCc2nnc(SCC(=O)N3CCc4ccccc43)n2CCc2ccccc2)cc1	-7	0.4	0	-6	5	-13	2	5	-4
COc1ccc(N2CCN(C(C)C(=O)N(C)Cc3ccccc3)CC2)cc1 (stereo not given)	-10	0.3	1	-3	7	3	-6	-15	-13
SMILES	OXTR potentiator	CHO-K1 Ca ag	CHRM4 agonist	M1 PAM	CHRM1 antagonist	CHO parental Ca	CHO-K1 Ca antag	M4 antag	M1 ag
CCCC(=O)N1CCC1(C)C(=O)NS(=O)(=O)c1ccc(C#N)cc1 (stereo not given)	·	-0.2	0	7	-4	·	11	-9	-2
COC(=O)c1cc(OC)c(OC)cc1NC(=O)c1ccc(C)o1	1	4.1	3	2	0	-17	-6	1	-5
Cc1csc2nc(CNC(=O)C3CC=CCC3C(=O)O)cn12 (stereo not given)	-4	-0.4	-1	4	-19	-15	-11	-18	-9
CCCNC(=O)c1cccc(Br)c1	1	0.0	1	2	-5	-2	1	-1	-6
CCOc1ccc(/C=N/Nc2cc(=O)n(C)c(=O)n2C)cc1	-4	0.9	1	7	-18	-6	-12	-5	-6
CN(CCNC(=O)c1ccc(CS(=O)(=O)c2c(Cl)cccc2Cl)o1)CCc1ccccc1	-8	6.3	2	6	-11	-29	-10	0	-5
COc1cccc(C(=O)NCCS(=O)(=O)N2CCc3ccccc3C2)c1	-1	0.5	1	7	-21	-4	-2	-2	-2
Cc1ccc(S(=O)(=O)N(C)C)cc1NC(=O)COC(=O)/C(=C/c1ccc(F)cc1)c1cccs1	-3	5.4	10	-16	19	-23	7	14	-4
COc1ccc(/C=C(\C#N)C(=O)OCC(=O)Nc2ccc(-c3nc4ccc(C)cc4s3)cc2)cc1	-6	6.6	1	11	-7	8	-10	-4	-3
CC(Sc1ccccc1F)C(=O)Nc1ccc2c(c1)OCCO2 (stereo not given)	-3	-0.2	1	10	-8	-12	-5	-6	-5
COCCC(=O)N1CCc2c([nH]c3ccccc23)C1C(C)(C)C (stereo not given)	-6	0.8	2	4	-1	-25	-13	-1	-4
Cc1cccc(N2CCN(C(=O)CNC(=O)Cc3ccccc3)CC2)c1C	6	-0.6	-1	5	5	-16	3	-6	-3
O=C(NCC(c1ccc(F)cc1)N1CCOCC1)c1cccc(Br)c1 (stereo not given)	-3	0.4	2	12	-10	-13	-21	-7	-1
Cc1ccc(OC2CCN(C(=O)[C@H]3O[C@@H](n4ccc(=O)[nH]c4=O)[C@H](O)[C@@H]3O)CC2)cc1	·	1.0	1	4	1	·	-8	-3	-3
CC1CC(C)CN(C(=O)COC(=O)CCCN2C(=O)c3cccc4cccc(c34)C2=O)C1 (stereo not given)	2	3.6	12	3	-13	-25	-12	5	-3
CC1CCN(C(=O)c2ccc(CSc3ccc(Cl)cc3)cc2)CC1	-9	3.4	2	-3	10	-27	11	11	-3
O=C(c1cccc(-c2nnc(-c3ccccc3)o2)c1)N1CCCCC1	-9	4.6	9	6	-1	-23	-9	3	1
O=C(c1ccc(C(F)(F)F)cc1)N1CCN(c2ccc(N3CCOCC3)nn2)CC1	-8	-0.1	3	8	-5	-5	-8	-9	-6
Cc1cc(Cl)ccc1OCC(=O)OCC(=O)N1CCC(C(N)=O)CC1	-5	0.8	0	6	-3	-2	-13	3	-2
O=C(CC(C(=O)O)C1CCCO1)NCc1ccccc1 (stereo not given)	-10	-0.1	0	2	-18	-9	0	2	-3
Cc1cc(-c2nnc3n2N=C(c2ccc(F)cc2)CS3)n[nH]1	-4	0.3	-1	1	-6	-11	1	18	-2
O=C(NCc1ccccc1C(F)(F)F)C1CCC(=O)N(C2CC2)C1 (stereo not given)	-5	0.3	2	5	-2	-10	-9	1	-2
O=C1CC(c2ccccc2)Cc2nc3nc(C(F)(F)F)nn3cc21 (stereo not given)	-5	0.5	5	-2	-16	-12	-11	-1	-2
COc1ccc(Cl)cc1NC(=O)CSc1nc2ccsc2c(=O)n1CC1CCC(C(=O)O)CC1 (stereo not given)	-6	6.0	8	9	2	-2	-10	-9	5
OC(c1ccccc1)c1nc(-c2cccc(C(F)(F)F)c2)cs1 (stereo not given)	·	0.7	2	1	-9	·	-17	-22	-5

Of the compounds above, these contain a cyano group:
SMILES	OXTR potentiator	CHO-K1 Ca ag	CHRM4 agonist	M1 PAM	CHRM1 antagonist	CHO parental Ca	CHO-K1 Ca antag	M4 antag	M1 ag
COc1ccc2oc(C(=O)OCC(=O)NC3(C#N)CCCC3)c(C)c2c1	-9	1.0	4	-6	18	2	16	0	-1
CCCC(=O)N1CCC1(C)C(=O)NS(=O)(=O)c1ccc(C#N)cc1 (stereo not given)	·	-0.2	0	7	-4	·	11	-9	-2
COc1ccc(/C=C(\C#N)C(=O)OCC(=O)Nc2ccc(-c3nc4ccc(C)cc4s3)cc2)cc1	-6	6.6	1	11	-7	8	-10	-4	-3

(next part)
SMILES	OXTR potentiator	CHO-K1 Ca ag	CHRM4 agonist	M1 PAM	CHRM1 antagonist	CHO parental Ca	CHO-K1 Ca antag	M4 antag	M1 ag
Cn1c(=O)n(C)c2cc(NC(=O)CCc3ccccc3)c(Br)cc21	-3	3.3	8	2	-5	-12	-3	-18	-2
O=C1OCc2cc(NC(=O)C34CC5CC(CC(C5)C3)C4)ccc21	-8	2.1	2	10	-9	-4	-22	2	-3
CC(C)(C)c1cc(OS(C)(=O)=O)ccc1O	-7	0.8	4	18	-8	-10	-5	-1	5
O=C(COC(=O)c1cccnc1Cl)Nc1ccc2c(c1)OCCO2	-13	2.2	4	2	2	-3	-10	-23	-3
CCOC(=O)C1(C)C=C(Nc2cccc(OC)c2)C(=O)N1c1ccccc1 (stereo not given)	-12	0.6	0	6	-15	-24	-15	2	-3
CCOC(=O)N1CCN(c2c(N3CCc4ccccc4C3)c(=O)c2=O)CC1	-5	0.5	1	6	-12	-6	5	-12	-3
O=C(Cn1c(NCCCCl)nc2ccccc21)c1ccccc1	2	0.3	1	3	-4	-12	-5	17	-14
O=C(c1c(F)cccc1F)N(Cc1cccs1)C1CCCC1	-2	-0.6	-2	11	-4	-10	-7	-3	-5
COc1ccc(CN2CCN(Cc3ccccc3F)CC2)c(OC)c1	-13	1.2	0	-7	18	-14	2	3	-10
O=C(CCC(=O)Nc1ccc(Br)cc1)N/N=C/c1ccc(F)cc1	-11	0.7	1	3	-3	-8	-8	0	-4
CCOc1ccc(C(=O)COC(=O)CN2C(=O)NC3(CCCCC3C)C2=O)cc1 (stereo not given)	-8	4.5	13	16	-8	-31	-8	-7	5
Cc1c(C(=O)NC2CCCCC2C)oc2ccccc12 (stereo not given)	2	0.2	-2	9	-22	-1	-8	0	-3
O=C(O)c1ccc(/C=N/NC(=S)NC2CCCCC2)cc1	-6	0.6	1	8	-11	-3	-4	5	-4
Cc1ccc(OC(=O)c2ccccc2P(=O)(O)O)cc1	-10	1.2	3	6	-6	-8	-23	-10	-3
O=c1ccc(-c2ccccc2)nn1Cc1ccc(F)cc1Cl	-13	1.2	4	-4	-3	-23	-2	-18	-3
CCOC(=O)N1CCN(C(=O)c2ccc(S(=O)(=O)c3ccc(C)cc3)c(NC(C)=O)c2)CC1	-3	0.1	0	4	-6	-23	6	5	0
Cc1nn(-c2ccccc2)c(C)c1/C=N/NC(=O)CSc1nnc(SCc2ccccc2Cl)s1	-6	0.3	0	5	-1	-42	0	-1	-6
COc1ccccc1NC(=S)NC(=O)C1CC1	-1	-0.4	-1	9	-8	0	2	-1	-10
COc1ccc(C(=O)NC2CC2)cc1OC1CCN(Cc2ccc(NC(C)=O)cc2)CC1	·	0.3	2	-4	2	·	-10	-10	-5
COc1ccc(CN2C(=O)c3ccccc3C2C(=O)NCc2cccnc2)c(OC)c1 (stereo not given)	-4	0.6	2	7	-9	-12	-9	-4	-1
c1ccc(CNC2=NCCCC2)cc1	-3	0.4	0	8	-26	1	-3	-1	-4
